Source: PubChem
AI-2 QS modul – modulators of Vibrio harveyi AI-2 quorum sensing system. Vibrio harveyi JMH597 AI-2 luminescence/OD600 ratio, 9 h; active compounds read low; strain lacks LuxN and CqsS sensors; 0 = neutral-control median. activity change, % at 7.5 µM. hit rate 0.4% among 300,000; in the data active = activity change below about -75%, passing the limit was not always enough; inconclusive = no clear call, values can overlap the other calls;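 note: luminescence divided by OD600 gain over 9 h not by final OD600 alone; inactives centre near 13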
KLF5 inhibitor – inhibitors of KLF5 expression | hit rate 0.23% among 290,000 | inhibition, % at 5 µM | DLD-1 KLF5 promoter-luciferase reporter, luminescence;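 active = inhibition above a per-plate limit of that plate's mean compound inhibition plus 3 SD, cut at about 60% in these data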;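 note: 0% = DMSO wells and 100% = LY294002 at 200 µM; higher means less KLF5 promoter-driven luciferase light; inactives centre near -14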
HSF1 inh – HSF1 inhibition; hit rate 0.77% among 300,000; activity change, negative = inhibition, % at 7.5 µM (by protocol); AID 2098; NIH3T3-HGL HSE-luciferase, MG132-induced, luminescence 8 h; active compounds read low;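 active = more than half of replicate wells show activity change below -50%, luminescence cut by over half; inconclusive = some wells, but at most half, below -50%; inactive = no replicate well below -50%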;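 note: luciferase reports HSF-1 transcriptional activity via heat shock element; 0% = median of DMSO wells and -100% = zero luminescence signal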
HSF-1 act – increases HSF-1 driven luciferase reporter signal. activation, % at 9 µM. hit rate 1.7% among 300,000. AID 504408. NIH3T3-HGL HSF-1 luciferase reporter, MG132, 8 h; 100% = twice DMSO control signal;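 active = mean replicate activation of at least 50% with a set share of replicates each reaching 50%; inconclusive = only one of those two conditions met; inactive = mean below 50% and too few replicates reaching it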;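 note: 0% = median of the neutral control wells and 100% = twice that signal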
HSP90 inh – HSP90 refolding inhibition in rabbit reticulocyte lysate; AID 1789; hit rate 0.91% among 290,000; inhibition, % at 5.6 µM; luciferase refolding luminescence, 3 h;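 active = inhibition above the screen-wide mean plus 3 SD, computed separately per campaign, cut at about 16% in these data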;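 note: 0% = DMSO wells and 100% = 60 µM geldanamycin wells; inhibitors lower the luminescence because luciferase stays unfolded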
Platelet DG rel – platelet dense granule release activity; human platelet-rich plasma, SFLLRN dense granule ATP release, luminescence; inhibition, %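 (compounds screened at 7.5 µM in platelet-rich plasma)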; hit rate 0.22% among 300,000; AID 1663;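 active = mean replicate score, as percent of positive control, at or above 50; inconclusive = mean below 50 but at least one replicate at or above 50; inactive = mean and every replicate below 50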
HDAC3 inh – human HDAC3 inhibition; recombinant HDAC3, fluorogenic peptide/trypsin coupled, fluorescence; inhibition, % at 8.3 µM; hit rate 0.15% among 320,000; O15379; in the data active = inhibition above about 26%, passing the limit was not always enough; inconclusive = no clear call, values can overlap the other calls
Target sequence (O15379 whole entry, looked up): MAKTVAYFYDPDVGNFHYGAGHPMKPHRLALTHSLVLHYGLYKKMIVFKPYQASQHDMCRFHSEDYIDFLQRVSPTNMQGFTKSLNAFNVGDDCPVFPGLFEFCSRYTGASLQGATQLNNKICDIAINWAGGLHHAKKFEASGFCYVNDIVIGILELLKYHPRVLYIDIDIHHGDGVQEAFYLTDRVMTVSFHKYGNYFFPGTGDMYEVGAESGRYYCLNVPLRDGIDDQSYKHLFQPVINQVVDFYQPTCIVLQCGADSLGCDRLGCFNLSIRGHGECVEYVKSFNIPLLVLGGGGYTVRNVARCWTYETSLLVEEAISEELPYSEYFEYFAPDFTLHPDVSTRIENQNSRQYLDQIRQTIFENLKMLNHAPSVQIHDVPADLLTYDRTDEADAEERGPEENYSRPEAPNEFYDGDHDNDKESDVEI
HIF act – HIF pathway transcriptional activation; U2OS HRE-luciferase reporter, luminescence; normalized: DMSO 0%, desferrioxamine 100%; activation, % at 7.5 µM (by protocol); hit rate 0.32% among 300,000; AID 1910;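 active = mean activation of at least 10% of the iron chelator positive control signal, with at least half of replicates also reaching 10%; inconclusive = mean and replicate majority disagree about reaching 10%; inactive = mean and most replicates under 10%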
IEC-6 tox – counter-screen for KLF5 inhibitors: cytotoxicity in IEC-6 cells. IEC-6 cytotoxicity, luminescence viability. inhibition, % at 5 µM. hit rate 0.78% among 290,000. AID 1825; in the data active = inhibition above about 22%;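 note: 0% = plate median of test compound wells and 100% = cytotoxic reference compound wells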
aSyn UTR inh – MLPCN primary screen, SNCA 5' untranslated region. alpha-synuclein 5'UTR reporter, inhibitor activity. inhibition, % (tested at 7.5 µM). hit rate 0.82% among 300,000. AID 1813; in the data active = inhibition above about 60%; inconclusive = no clear call, values can overlap the other calls;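 note: H4 neuroglioblastoma cells stably carrying SNCA 5'UTR luciferase fusion; 0% = DMSO wells and 100% = positive control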
Active calls of the source: *; ? = inconclusive; . = no result given. An unsorted share of the library; any-hit rate near 5%.

SMILES	AI-2 QS modul	KLF5 inhibitor	HSF1 inh	HSF-1 act	HSP90 inh	Platelet DG rel	HDAC3 inh	HIF act	IEC-6 tox	aSyn UTR inh
COc1ccc2oc(=O)c(-c3nc(C)cs3)cc2c1	27.0	-11.7	.	.	-4.4	.	-3.1	.	-3.1	.
O=C(O)c1ccc[nH]c1=S	-0.1	-15.2	.	.	5.2	-2.7	3.7	.	-1.9	-12.0
C#CCNC(=O)C1=C[C@H](C(C)(C)C)C[C@H](OCc2ccc(CO)cc2)O1	8.1	-11.7	-1.2	3.1	1.7	12.1	1.1	1.2	2.9	-9.2
Clc1ccc(OCc2nn3c(-c4ccncc4)nnc3s2)cc1	5.1	14.4	-1.8	27.1	4.0	9.2	6.9	0.0	3.3	-13.5
COc1ccccc1C(=O)N1CCNC(=O)C1CC(=O)Nc1cccc(C)c1 (stereo unspecified)	9.0	-36.3	-0.9	-0.7	-6.4	1.6	-1.8	-0.3	-1.6	4.4
O=C(Nc1ccc(NC(=O)c2cccc([N+](=O)[O-])c2)cc1)c1cccc([N+](=O)[O-])c1	-1.9	-24.3	2.1	-6.5	3.3	-7.3	2.6	0.3	6.4	-55.7
CCc1ccc(OCCNC(=O)c2cc(SC)ccc2Cl)cc1	23.5	-17.3	0.7	21.6	0.8	10.0	6.0	0.2	3.3	20.5
CC1(C)CC(C(CC(=O)O)c2ccccc2)CCO1 (stereo unspecified)	22.3	-40.7	3.5	-3.0	1.1	-3.0	5.1	0.0	0.2	-3.5
N/C(=N\OC(=O)CCC1CCCC1)c1ccc([N+](=O)[O-])cc1	22.6	-4.4	7.0	23.3	-2.6	0.9	4.3	0.6	1.7	-39.8
CN(CC(=O)Nc1c(Cl)cccc1Cl)C(=O)c1ccncc1	17.5	-12.8	13.7	36.1	1.0	-2.4	4.9	0.8	4.1	8.7
Oc1ccc(N2CCN(C(=S)NCc3ccccc3)CC2)cc1	2.0	-21.2	0.8	1.1	-8.5	1.9	6.3	-0.1	1.8	13.8
CCC(=O)NC(=S)NNC(=O)c1ccccc1[N+](=O)[O-]	13.9	-13.8	-1.6	4.4	-4.1	2.3	-7.4	0.3	-2.1	0.8
O=C(C1CC(=O)N(c2ccccc2)C1)N1CCN(c2ccccc2F)CC1 (stereo unspecified)	28.1	-27.1	-1.3	1.8	-2.7	-0.9	?	-0.7	-2.8	18.2
CCC(=O)c1ccc(OCCn2cncn2)cc1	-0.5	-8.8	-27.1	-44.1	3.8	1.8	-0.1	-0.4	5.1	3.8
COc1cc(OC)c(C(=O)O/N=C(\N)c2ccc(C)cc2)cc1OC	-2.3	-22.1	7.4	29.2	-0.1	-7.8	3.0	2.5	1.4	-65.9

The last 2 compounds of the part before open the next one:
SMILES	AI-2 QS modul	KLF5 inhibitor	HSF1 inh	HSF-1 act	HSP90 inh	Platelet DG rel	HDAC3 inh	HIF act	IEC-6 tox	aSyn UTR inh
CCC(=O)c1ccc(OCCn2cncn2)cc1	-0.5	-8.8	-27.1	-44.1	3.8	1.8	-0.1	-0.4	5.1	3.8
COc1cc(OC)c(C(=O)O/N=C(\N)c2ccc(C)cc2)cc1OC	-2.3	-22.1	7.4	29.2	-0.1	-7.8	3.0	2.5	1.4	-65.9
CCOc1ccc(N/N=C(/C#N)C(N)=O)cc1	9.6	-18.4	-4.7	4.6	2.7	8.3	1.3	0.3	3.2	6.5
CCOc1ccccc1NC(=O)NCCC1=CCCCC1	16.8	-12.5	7.7	14.0	6.3	0.9	-1.2	-0.2	-4.4	3.6
O=[N+]([O-])c1ccc(N2N=C(c3ccco3)CC2c2ccccc2)cc1 (stereo unspecified)	23.6	11.3	30.5	42.9	3.9	7.6	-4.5	-0.5	2.8	7.6
O=C1NC(=O)/C(=C/c2ccccc2OCc2ccccc2)S1	23.7	-4.0	4.4	-5.5	-1.9	-3.5	3.0	-0.6	3.5	32.1
O=C(c1cccs1)N1CCN(c2ncc(Br)cn2)CC1	22.6	-8.4	-0.2	22.9	-1.2	-25.4	-2.1	-0.2	1.6	-19.3
C/C(=C\C(=O)OCC(=O)NCc1ccccc1)C(=O)OCC(=O)NCc1ccccc1	16.3	-15.5	4.0	19.2	-0.4	-12.0	2.1	440.9*	3.5	-4.4
COc1ccc(NC(=O)Cn2nnc(C(=O)NCc3cccs3)c2N)c(OC)c1	35.2	-20.1	1.5	3.2	-1.7	-0.5	1.3	0.3	-1.1	22.4
Cc1cc(Br)ccc1NC(=O)CN(C)C(=O)c1cc(S(=O)(=O)N(C)C)ccc1N1CCCC1	25.1	-21.7	-1.1	12.9	-1.9	-2.6	-3.7	-0.2	-8.8	3.7
CCOc1ccc2nc(N3CCCCCC3)sc2c1	-3.0	-129.5	44.5	71.7*	2.3	2.0	6.6	0.9	-0.6	-35.5
CCOC(=O)C1CCCN(Cc2c(F)cccc2Cl)C1 (stereo unspecified)	0.2	16.8	12.3	16.4	-6.9	3.5	9.2	0.0	-5.4	-4.3
CCOC(=O)N1CCN(c2ncnc3nc[nH]c23)CC1	5.0	11.9	-4.7	-5.5	-3.7	11.6	4.1	0.0	-1.5	-7.8
Cc1ccc(/C=N/NC(=O)Cc2ccc(Cl)cc2)s1	18.8	-12.8	-0.5	4.3	1.2	-5.6	6.3	0.2	-3.1	-29.2
Cc1ccc(CNS(=O)(=O)c2ccc([N+](=O)[O-])cc2)cc1	29.7	19.2	6.0	6.6	3.9	-5.2	2.3	1.1	6.4	-3.4
Cn1c(C(=O)NCc2cccnc2)cc2sccc21	16.4	-0.1	-7.6	-6.0	0.4	2.7	1.0	-0.5	3.8	-18.5
COc1ccc(-c2cc(C(F)(F)F)n3nc(C(=O)Nc4cc(C)on4)cc3n2)cc1OC	21.0	-8.7	.	.	3.2	.	-8.9	.	-0.5	.
O=C(O)C1CC=CCC1C(=O)Nc1cccnc1 (stereo unspecified)	6.8	-29.6	-4.7	-5.1	-4.8	1.7	-0.3	0.2	-0.2	-6.8
Cc1ccc(CS(=O)(=O)c2nsc(C)c2C#N)cc1	2.9	-14.2	-9.1	7.6	-1.2	3.6	7.6	-0.2	1.0	-38.5
CCOC(=O)C1CCCN(C(=O)c2cn(-c3ccccc3)nc2-c2cccnc2)C1 (stereo unspecified)	11.8	.	1.8	11.9	.	16.8	-1.7	0.3	.	8.0
COc1cccc(CNC(=O)CCC2CCCN(C(=O)c3csc(C(C)C)n3)C2)c1 (stereo unspecified)	13.7	9.2	3.4	22.8	1.4	-1.2	-1.4	1.1	-5.6	-19.7
N#C/C(=C/c1ccc(F)cc1)c1nnc(NC(=O)c2ccccc2)s1	12.9	-10.6	11.2	22.0	0.9	-1.7	1.0	0.0	6.4	-4.3
CC(=O)N1CCC2(CC1)CC(=O)c1cc(Cl)ccc1O2	-1.7	.	-1.8	-7.0	.	-5.4	-8.0	-0.1	.	-3.7
O=C(O)COc1ccccc1/C=N/NC(=O)c1cc(-c2ccc(Cl)cc2)nc2ccccc12	56.7	7.3	4.4	21.3	-3.0	-3.5	3.6	-0.1	-2.3	6.0
O=C(NNS(=O)(=O)c1ccc(F)cc1)c1ccc([N+](=O)[O-])cc1Cl	8.8	-0.9	-6.5	-13.2	-1.2	-3.6	?	1.3	-1.6	2.6
CCOC(=O)N1CCN(C(=O)c2ccc(OC(C)=O)cc2)CC1	28.8	-34.9	-3.8	-0.7	4.8	1.1	-2.2	-0.2	5.7	22.9
O=C(COc1cccc(NC(=O)c2cccc([N+](=O)[O-])c2)c1)c1ccc(F)cc1	20.4	9.2	15.9	15.1	-0.3	-2.5	1.6	0.0	0.8	2.3
CC(OC(=O)c1ccc(-n2cnnn2)cc1)C(=O)NCc1ccccc1 (stereo unspecified)	31.3	.	-8.7	-14.0	.	-3.1	1.9	0.0	.	6.0
N/C(=N\OC(=O)c1ccc(Cl)cc1)c1[nH]ncc1Br	10.8	-93.7	-8.6	1.4	3.7	52.3*	-8.1	-0.2	-6.4	6.1
NC(=O)N=Nc1c(O)[nH]c2ccc([N+](=O)[O-])cc12	1.3	-18.1	1.8	19.0	-1.5	23.3	7.0	-0.8	2.3	2.3
Cc1nc(S(=O)(=O)Cc2ccccc2)nc2c1CCC2	11.1	-35.7	2.3	-1.5	-1.3	-2.3	-0.8	0.6	-3.3	-0.3
O=C(NNC(=O)c1ccc([N+](=O)[O-])cc1)c1ccncc1	27.1	-11.8	-1.5	6.1	-0.9	-13.7	8.1	1.8	-2.4	-10.7

For reference, part of the list above:
SMILES	AI-2 QS modul	KLF5 inhibitor	HSF1 inh	HSF-1 act	HSP90 inh	Platelet DG rel	HDAC3 inh	HIF act	IEC-6 tox	aSyn UTR inh
NC(=O)N=Nc1c(O)[nH]c2ccc([N+](=O)[O-])cc12	1.3	-18.1	1.8	19.0	-1.5	23.3	7.0	-0.8	2.3	2.3
Cc1nc(S(=O)(=O)Cc2ccccc2)nc2c1CCC2	11.1	-35.7	2.3	-1.5	-1.3	-2.3	-0.8	0.6	-3.3	-0.3
O=C(NNC(=O)c1ccc([N+](=O)[O-])cc1)c1ccncc1	27.1	-11.8	-1.5	6.1	-0.9	-13.7	8.1	1.8	-2.4	-10.7

Next structures.
SMILES	AI-2 QS modul	KLF5 inhibitor	HSF1 inh	HSF-1 act	HSP90 inh	Platelet DG rel	HDAC3 inh	HIF act	IEC-6 tox	aSyn UTR inh
Cc1c(NC(=O)C2CC(c3cccc(Br)c3)=NO2)c(=O)n(-c2ccccc2)n1C (stereo unspecified)	51.2	8.4	5.7	-9.5	-2.5	2.7	1.1	-0.8	-4.6	13.0
COc1cc(C)c(C(=O)Oc2cc(C)c(C(=O)O)c(O)c2C)c(O)c1C	19.6	.	3.3	12.7	.	1.1	2.5	0.9	.	7.4
CC(NS(=O)(=O)c1ccc(N)cc1)C1CC2CCC1C2 (stereo unspecified)	17.1	-22.1	-11.7	-23.4	7.2	-16.8	6.2	-0.3	-0.1	4.1
Cc1cccc(NC(=S)NC(=O)c2ccco2)n1	15.7	-20.2	9.9	8.3	2.6	-11.2	5.5	0.3	1.7	-20.2
CSCCC(NS(=O)(=O)c1ccc(Cl)cc1)C(=O)O (stereo unspecified)	12.7	-31.0	-1.7	-0.3	-5.5	0.6	1.1	-0.6	-5.6	33.3
Cc1nc2ccccc2c2nc(NC(=O)C(F)(F)F)nn12	8.5	-30.5	-3.4	-7.0	-1.8	-13.3	1.8	-0.1	0.7	26.9
COC(=O)c1cc(CNC(=O)CCCSc2ccccc2)ccc1OC	0.7	-4.0	0.5	14.9	1.2	7.9	.	0.3	0.0	-13.1
CCc1n[nH]c(=S)n1/N=C/c1c(C)nn(-c2ccccc2)c1Cl	-2.5	-5.1	-0.3	-11.9	3.2	-11.4	0.1	-0.4	-2.7	106.3*
Cc1onc(-c2ccccc2)c1C(=O)c1c[nH]c(C(=O)NCc2ccncc2)c1	14.6	-2.4	1.4	-4.2	0.3	5.8	10.8	0.2	-1.1	2.9
CC(C)CN(CC(C)C)S(=O)(=O)N1CCC(C(=O)NC2CCCCCCC2)CC1	14.9	-23.9	-1.1	21.7	-5.2	9.3	-1.1	-0.4	-5.4	32.1
CN1CCN(S(=O)(=O)c2ccc3c(c2)NC(=O)C2CCCN32)CC1 (stereo unspecified)	9.9	-4.2	-1.7	15.9	2.1	1.8	12.3	-0.9	-1.9	-3.6
